# Screening results from PubChem.
# Anesthetic bind: binds horse apoferritin like a general anesthetic. Potency, µM (top dose mostly 77.5 µM), without a hit: at the top dose activity change, negative = displacement, actives largely listed as inhibitors. actives 0.074% (n = 350,000). apoferritin/1-aminoanthracene competitive binding, fluorescence. P02791. AID 485281; also: potency is read from the fitted curve at half-maximal effect; % is scaled to controls: 0 for no effect and ±100 for the full control effect; nearly all actives have a fitted effect of over 20% in size
# Target sequence (P02791 2-175 limits assumed): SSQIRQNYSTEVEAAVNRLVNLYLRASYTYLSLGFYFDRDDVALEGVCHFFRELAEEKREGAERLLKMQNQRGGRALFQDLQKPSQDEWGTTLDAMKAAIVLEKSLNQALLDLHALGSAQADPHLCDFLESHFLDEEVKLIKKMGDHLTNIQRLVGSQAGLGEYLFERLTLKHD
#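 Horse-spleen apoferritin (10 uM) was mixed with 50% saturated 1-aminoanthracene in PBS, exposed to compounds for 10 min at room temperature, and read for fluorescence (ex 380 nm, em 535 nm). Competitive displacement was fitted with a four-parameter Hill equation.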
# POLK inh: inhibitors of human DNA polymerase kappa; Q9UBT6; purified Pol kappa, fluorescent DNA synthesis assay, 10 min; Potency, µM (series often up to 107 µM), without a hit: at the highest dose activity, negative = inhibition, usual class: inhibitors; actives 0.53% (n = 400,000); AID 588579; also: potency is read from the fitted curve at half-maximal effect; % is scaled to controls: 0 for no effect and ±100 for the full control effect
#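 First, compounds were pin-transferred onto 10 nM Pol kappa. After 15 min at room temperature, substrate was added to 50 nM final. Fluorescence was then measured kinetically at 0 and 10 min.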
# ERG-DNA inh: ERG Ets/DNA interaction inhibition | P11308 | fluorescence polarization, His-ERG Ets domain / labelled DNA | Potency, µM (titrated, usually from 76.9 µM), inactives show top-dose FP activity, negative = inhibition, most hits filed as inhibitors | actives 0.028% (n = 370,000) | AID 624246; active = well fitted inhibition curve with a large enough effect in the polarisation, with a control signal flat; inconclusive = small, poorly fitted or top-dose-only effect, or effect the other way, or a change in a side signal; inactive = no such curve, though single readings can be large or run the other way; the % refers to the polarisation;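 also: polarization taken with two DNA probes labelled with fluorescein and Texas red; potency is read from the fitted curve at half-maximal effect; % of control where 0% means no effect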
#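 His-tagged ERG Ets domain (1 uM in the protein solution; 300mM KCl, 50mM Tris-HCl, 1mM EDTA, 1mM DTT, pH 7.5) received compound, then a probe mix of 5 nM fluorescein-DNA and 100nM Texas-615-DNA. Fluorescence polarization was read for both dyes.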
# BLM helicase inh: Bloom syndrome helicase (human) inhibition; recombinant BLM DNA unwinding, fluorescence dequenching; Potency, µM (titrated, usually from 56.1 µM), for inactives: at the top dose activity change, negative = inhibition, hits mostly inhibitors; actives 0.2% (n = 350,000); P54132;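 also: potency is read from the fitted curve at half-maximal effect; plate controls were vehicle for no effect and no enzyme for full effect; nearly all actives have a fitted effect of over 35% in size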
# APE1 inh: blocks human APE1 abasic DNA cleavage; recombinant APE1, TAMRA/BHQ-2 abasic DNA cleavage fluorescence; Potency, µM (series often up to 65.8 µM), for the others: top-dose activity change, negative = inhibition, hits mostly inhibitors; P27695; actives 0.35% (n = 350,000); AID 2517;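 also: potency is read from the fitted curve at half-maximal effect; plate controls were vehicle for no effect and reference inhibitor for full effect; nearly all actives have a fitted effect of over 55% in size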
# Target sequence (P27695 whole entry, looked up): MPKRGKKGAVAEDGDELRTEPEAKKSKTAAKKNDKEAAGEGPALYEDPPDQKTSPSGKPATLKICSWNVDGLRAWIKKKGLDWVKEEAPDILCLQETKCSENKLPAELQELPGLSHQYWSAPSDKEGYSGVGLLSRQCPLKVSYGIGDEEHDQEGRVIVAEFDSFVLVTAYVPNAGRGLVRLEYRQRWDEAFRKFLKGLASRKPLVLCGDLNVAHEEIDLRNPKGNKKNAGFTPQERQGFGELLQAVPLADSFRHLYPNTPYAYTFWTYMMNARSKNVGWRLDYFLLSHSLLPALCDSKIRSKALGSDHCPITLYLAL
#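 Endonuclease cleavage of a quenched abasic-site DNA duplex (50 nM) by APE1 (0.75 nM) was tracked by TAMRA dequenching. Compounds were preincubated with enzyme 15 min at room temperature; data normalized to buffer-only and DMSO wells plus NSC13755 control.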
# Pol beta inh: blocks human DNA polymerase beta activity; Potency, µM (top dose mostly 114 µM), for the others: at the highest dose activity change, negative = inhibition, usual class: inhibitors; P06746; actives 1.3% (n = 340,000); Pol beta primer extension/strand displacement, fluorescence kinetic; AID 485314; also: potency is read from the fitted curve at half-maximal effect; % is scaled to controls: 0 for no effect and ±100 for the full control effect
#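 Homogeneous kinetic assay of primer extension and strand displacement by 10 nM Pol beta, preincubated 15 min at room temperature with compound before 50 nM substrate (final) was added. Read at 0 and 10 min; four-parameter Hill fit.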
# Pol iota inh: blocks human DNA polymerase iota activity; Q9UNA4; Pol iota fluorescent replication assay, 10 min; Potency, µM (titrated, usually from 115 µM), without a hit: at the top dose activity, negative = inhibition, usual class: inhibitors; actives 1% (n = 390,000); also: potency is read from the fitted curve at half-maximal effect
#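 Pol iota at 10 nM preincubated 15 min with compounds at room temperature; reaction started with fluorescent substrate, 50 nM final. Fluorescence read kinetically at 0 and 10 min; buffer-only wells as negative control.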
# TRHR ag: agonists of human TRH receptor; P34981; TRHR cells, calcium flux fluo-8, FDSS agonist mode; activation, % at 2 µM; actives 0.18% (n = 360,000); AID 493084; in the data active = activation above about 30%; also: 0% is about no effect
# Target sequence (P34981 whole entry, looked up): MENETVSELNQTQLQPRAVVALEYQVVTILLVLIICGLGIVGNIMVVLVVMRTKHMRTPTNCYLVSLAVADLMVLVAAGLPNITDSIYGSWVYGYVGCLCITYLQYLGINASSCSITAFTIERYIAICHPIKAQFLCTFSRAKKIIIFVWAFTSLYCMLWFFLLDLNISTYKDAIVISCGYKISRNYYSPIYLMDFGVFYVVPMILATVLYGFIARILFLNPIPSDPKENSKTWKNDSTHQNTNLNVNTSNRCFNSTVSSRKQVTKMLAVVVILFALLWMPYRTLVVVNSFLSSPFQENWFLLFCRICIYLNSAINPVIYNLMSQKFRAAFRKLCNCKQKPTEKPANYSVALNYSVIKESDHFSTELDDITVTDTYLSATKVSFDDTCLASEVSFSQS
#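 Read-out: compound-evoked intracellular calcium rise in TRHR cells, fluo-8 dye, kinetic FDSS fluorescence at 1 s/cycle following a 10-cycle baseline. Cells cultured overnight before dye loading (30 min–1.5 h, RT).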
# 12-LOX inh: inhibitors of human 12S-lipoxygenase ALOX12. P18054. purified 12hLO, xylenol orange hydroperoxide absorbance. Potency, µM (top dose mostly 108 µM), for inactives: at the top dose activity change, negative = inhibition, usual class: inhibitors. actives 1.1% (n = 580,000); also: potency is read from the fitted curve at half-maximal effect; % is scaled to controls: 0 for no effect and ±100 for the full control effect
#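 Hydroperoxide product was detected by ferrous iron/xylenol orange as the 573 to 405 nm absorbance ratio. Arachidonic acid at 40 uM (final) was turned over for 30 min at room temperature by 150 nM human 12hLO, pH 7.0 Hepes buffer, after 15 min compound preincubation.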
# The depositor's hits bear a star; i = inactive; ? = inconclusive; · = no result given; & = joins results of further samples; [ ] = dose if it differs, or a comment. Unless noted, calls follow the shape of the dose curve; as a rule, active = well fitted curve in the direction sought with a large enough effect; inconclusive = small, poorly fitted or top-dose-only effect, or another doubt; inactive = no such curve, though single readings can be large; an effect the other way counts as inactive or inconclusive. A portion of the library (hit frequency here may not be typical).
compound	Anesthetic bind	POLK inh	ERG-DNA inh	BLM helicase inh	APE1 inh	Pol beta inh	Pol iota inh	TRHR ag	12-LOX inh
CCN1CCN(c2ccc(NC(=O)c3ccc4c(c3)[nH]c(=O)n4Cc3ccc(F)cc3)cc2)CC1	?	-29%	·	-11%	2%	?	26%	-0.7	-21%
CCCCCCN1C=CC=C/C1=C\C=C(C#N)C#N	73%[activator]	-2%	8%	-4%	19%	25%	68%[activator]	28	38%
COc1ccc(/C=C/c2cc(OC)cc(=O)o2)cc1	-18%	-17%[60.1 µM]	·	-7%	18%&3%	·	·	·	·
COc1cc(OC)cc(-n2c(=O)c3ccccc3n(CC(=O)NCCc3ccc(OC)c(OC)c3)c2=O)c1	-4%	-3%	2%	-3%	·	-7%	6%	0.2	-21%
O=C(Nc1ccc(F)cc1)c1ccc(NC(=O)C2CCCO2)cc1 (configuration not stated)	-4%	-6%	-12%	-2%	38%	47%	136%[activator]	0.5	·
O=C(NCCO)c1cc2c(s1)CCC2	-6%	9%	7%	1%	3%	0%	?	-0.2	4%
N#CCCn1cc(C(=O)CN2C(=O)C(=O)N(C3CCCC3)C2=O)c2ccccc21	·	-6%	-9%	·	7%	·	24%	0.3	?
Cc1cc(C)cc(OCCn2c(CCNC(=O)C3CCCCC3)nc3ccccc32)c1	-6%	9%&-11%	4%	-4%	·	29%	18%&39%	-0.3	0%
Oc1oc(-c2ccccc2)nc1/C=N/c1nccs1	12%	-10%	-2%	-1%	1%	15%	4%	-0.5	-1%
Cc1nc2nc(CNC(=O)OC(C)(C)C)nn2c(C)c1CCC(=O)NCc1ccc(F)cc1	-5%	-2%	9%	0%	·	0%	38%	0.1	-11%
O=C(c1ccc(CS(=O)(=O)c2ccc(Br)cc2)o1)N1CCCCCC1	-16%	-5%	-8%	-6%	-1%	13%	13%	2.8	?
Cc1ccc(CN2CCNC(=O)C2CC(=O)NCCCn2cccn2)o1 (configuration not stated)	-3%	1%	16%	-5%	-2%	0%	26%	2.0	63%[activator]
COc1ccccc1NCC(=O)N1CCN(S(=O)(=O)c2ccccc2)CC1	·	-9%	-3%	·	42%	·	-30%	-0.7	24%
CCCCN(C(=O)CSc1nnnn1-c1ccccc1OC)C1CCS(=O)(=O)C1 (configuration not stated)	·	-9%	3%	·	12%	·	17%	-0.7	-12%
Cc1nc2ccc([N+](=O)[O-])cc2c(=O)n1Cc1ccc([N+](=O)[O-])cc1	-23%	-4%	4%	-3%	-14%	30%	2%	0.0	9%
O=C(Nc1ccc2c(c1)OCO2)c1cccs1	-20%	-7%	4%	-1%	6%	12%	4%[58.9 µM]	-0.7	11%
CCOC(=O)N1CCC(NC(=O)c2ccc3c(c2)N(C)CCS3)CC1	84%[activator]	9%	-3%	7%	5%	10%	8%	0.3	?
CCCC(=O)Nc1ccc(C(=O)NNC(=S)NC(=O)c2ccc(Br)o2)cc1	-5%	-13%	30%	-1%	-3%	13%	70%[activator]	-1.0	-18%
Cc1ccc(SC(C)C(=O)N2CCC(C(N)=O)CC2)cc1 (configuration not stated)	-6%	-3%	3%	0%	0%	14%	107%[activator]	-0.1	-5%
COc1ccc2nc(/N=C/c3c(C)[nH]n(-c4ccc(C)cc4C)c3=O)sc2c1	-4%	2%	·	2%	1%	19%	-16%	-1.2	-16%

# Results in Pol iota inh, TRHR ag and APE1 inh, for 2 of the compounds above:
smiles,Pol iota inh,TRHR ag,APE1 inh
O=C(c1ccc(CS(=O)(=O)c2ccc(Br)cc2)o1)N1CCCCCC1,13%,2.8,-1%
Cc1ccc(CN2CCNC(=O)C2CC(=O)NCCCn2cccn2)o1 (configuration not stated),26%,2.0,-2%

# New compounds follow
compound	Anesthetic bind	POLK inh	ERG-DNA inh	BLM helicase inh	APE1 inh	Pol beta inh	Pol iota inh	TRHR ag	12-LOX inh
COC(=O)c1ccc(OC)cc1OCC(=O)N1CCN(c2ccc(F)cc2)CC1	-11%	-2%	-8%	-1%	-2%	11%	8%	-0.8	-22%
CCOC(=O)c1ccc(CNC(=O)CSc2nnnn2-c2ccc(Cl)cc2)o1	?	-2%	10%	-2%	-2%	0%	57%[activator]	-0.5	-8%
COc1ccccc1S(=O)(=O)n1cc(Cc2ccccc2)c(N)n1	5%	-20%	-5%	-12%	-1%	-1%	2%	-0.6	18%
O=C1c2ccccc2NC(c2cccc(F)c2)N1Cc1ccccc1 (configuration not stated)	49%[activator]	-14%	-4%	-14%	-5%	6%	27%	0.2	?
Cc1cc(NC(=O)CCSc2nc(-c3ccco3)cc(C(F)(F)F)n2)n(-c2ccccc2)n1	-21%	-19%	0%	-6%	-4%	-2%	-2%	1.0	448%[activator]
COc1ccc(C(=O)Nc2cc(OC)cc3cccnc23)cc1	-6%	-5%	-1%	-3%	-19%	0%	-24%	0.5	3%
Cc1cccc(NS(=O)(=O)c2cc(C(=O)N3CCOCC3)ccc2Cl)c1	2%	-5%	-8%	2%	19%	25%	-10%	-2.2	26%
CCC(CO)Oc1cc(NC(=O)c2ccc(C)cc2)c2ncn(C(C)C)c2c1 (configuration not stated)	·	13%	-6%	·	-2%	·	-7%	0.1	?
COc1ccc(CNC(=O)/C=C/C(=O)O)cc1	-11%	-6%	-10%	-3%	-1%	21%	0%	1.0	0%
COc1ccc(OC)c(NC(=S)N2CCN(c3ccccn3)CC2)c1	-9%	-6%	-9%	-2%	-3%	24%	5%	-0.1	-11%
CC(C)c1ccc(N=C2N=C(N)c3ccccc32)cc1	-11%	0%	-8%	-3%	2%	0%	29%	-0.9	-19%
O=S1(=O)C2CC3C=CC2(O3)C(OCc2ccc(Cl)c(Cl)c2)C(Cc2ccccc2)N1Cc1ccc(Cl)c(Cl)c1 (configuration not stated)	-3%	1%	·	-2%	16%	·	-1%	·	·
Cc1[nH]nc(-c2ccc(OCc3cnn(-c4ccccc4)c3)c(C)c2O)c1Oc1ccccc1	-12%	-11%	-7%	-7%	-7%	17%	17%	0.3	7%
CCOc1ccc(-c2cc(C(=O)NCCCN3CCOCC3)c3ccccc3n2)cc1	-5%	-3%	-7%	-3%	30%	5%	-10%	0.2	-24%
Cc1ccc(S(=O)(=O)N(CC(=O)Nc2ccc(F)cc2)C(=O)N2CCN(C)CC2)cc1	·	-10%	17%	·	-7%	·	41%[activator]	0.3	-11%
Cc1cc2ccccc2n2c(SCC(=O)Nc3ccc(S(=O)(=O)N4CCC(C)CC4)cc3)nnc12	-14%	0%	-2%	6%	-6%	16%	22%	0.9	-12%
CCn1cc(Cl)c(C(=O)Nc2c(C)nn(Cc3c(F)c(F)c(F)c(F)c3F)c2C)n1	-17%	5%	-9%	-1%	7%	0%	-6%	-0.2	1%
CCC(CC)=NNc1ccc(S(N)(=O)=O)cc1[N+](=O)[O-]	-4%	6%	11%	-2%	2%	0%	17%	9.9	-5%
Cc1ccc2c(c1)c1c(n2CC(O)Cn2nc(C)c(Br)c2C)C(=O)CCC1 (configuration not stated)	5%	-6%	-2%	1%	5%	-1%	0%	-3.3	-6%
COc1ccc(OC)c(-n2cnc3cc(C(=O)NC4CCCCCC4)ccc32)c1	-6%	-8%[60.1 µM]	5%	-2%	·	2%	-13%	-0.8	-10%
S=C(NCC1CCCO1)N1CCN(c2ccc(Cl)c(Cl)c2)CC1 (configuration not stated)	-5%	-11%	7%	-8%	1%	-3%	95%[activator]	-0.3	-29%
CCCCCCCCCCCCCCC(C(=O)O)C(O)(CC(=O)OC)C(=O)O (configuration not stated)	-6%	?	·	4%	9%	·	·	·	·
CCOC(=O)N1CCN(C(=S)Nc2cc(S(=O)(=O)N3CCOCC3)ccc2Cl)CC1	-3%	0%	12%	-8%	2%	8%	24%	-0.1	-2%
Cc1ccc(N(C(=O)Cn2nnc3ccccc32)C(C(=O)NCc2ccco2)c2cccnc2)cc1 (configuration not stated)	-13%	-4%	-3%	-7%	-11%	10%	2%	-0.5	28%
Cc1ccc(C)c(NC(=O)NC2CCCCCCC2)c1	-11%	-13%	-1%	0%	6%	7%	10%	0.0	0%
CC(CCc1ccccc1)N1CCN(Cc2ccccc2)CC1 (configuration not stated)	-2%	-10%	10%	3%	1%	9%	15%	0.1	5.6µM*
COc1ccccc1N1CCN(C[C@@H](C(=O)NC(C)(C)C)c2ccccc2)CC1	·	-7%[19.4 µM]	·	5%	5%	·	·	·	?
CCc1sc(C(=O)NCCc2ccc(S(N)(=O)=O)cc2)cc1Br	-9%	0%	25%	-9%	13%	-1%	89µM*	-0.1	-16%
CCCCc1ccc(NC(=O)CSc2nc(=O)[nH]c3c2CCCC3)cc1	?	-4%[60.1 µM]	-4%	-6%	·	-27%	-1%	0.2	?
Cc1ccc(S(=O)(=O)N2CCOC23CCN(S(=O)(=O)c2c(C)cc(C)cc2C)CC3)cc1	·	1%	-11%	·	-14%	·	?	-0.1	?
CCCCN1C(=O)C(O)=C(C(C)=O)C1c1ccc(OC)cc1OC (configuration not stated)	-7%	-10%	-4%	-26%	10%	24%	?	1.0	8.9µM*
O=C(Cn1nnc2ccccc21)N/N=C\C=C\c1ccccc1	?	-7%	1%	-5%	-4%	-17%	-4%	-0.8	6%
CCOC(=O)c1cnc2c(C)cccc2c1NCc1ccco1	-8%	-11%	·	-2%	-3%	2%	9%	0.7	-9%
COc1cccc(-n2c(SCC(N)=O)nc3ccccc3c2=O)c1	-7%	2%	5%	-1%	1%	1%	-10%	0.2	i
